# CHT block = inhibits the human high affinity choline transporter; AID 488975; CHT-expressing cells, membrane potential dye, choline response; active compounds read low; Q9GZV3; B-score at 10 µM; 310,000 compounds, 0.86% hits;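 active means B-score over 3 SD under the library average, and starting fluorescence ratio not unusually high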;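 further: choline stimulus applied at its EC90 after an EC20 pre-addition; B-score computed on integrated fluorescence ratio after choline addition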
# Target sequence (Q9GZV3 whole entry, looked up): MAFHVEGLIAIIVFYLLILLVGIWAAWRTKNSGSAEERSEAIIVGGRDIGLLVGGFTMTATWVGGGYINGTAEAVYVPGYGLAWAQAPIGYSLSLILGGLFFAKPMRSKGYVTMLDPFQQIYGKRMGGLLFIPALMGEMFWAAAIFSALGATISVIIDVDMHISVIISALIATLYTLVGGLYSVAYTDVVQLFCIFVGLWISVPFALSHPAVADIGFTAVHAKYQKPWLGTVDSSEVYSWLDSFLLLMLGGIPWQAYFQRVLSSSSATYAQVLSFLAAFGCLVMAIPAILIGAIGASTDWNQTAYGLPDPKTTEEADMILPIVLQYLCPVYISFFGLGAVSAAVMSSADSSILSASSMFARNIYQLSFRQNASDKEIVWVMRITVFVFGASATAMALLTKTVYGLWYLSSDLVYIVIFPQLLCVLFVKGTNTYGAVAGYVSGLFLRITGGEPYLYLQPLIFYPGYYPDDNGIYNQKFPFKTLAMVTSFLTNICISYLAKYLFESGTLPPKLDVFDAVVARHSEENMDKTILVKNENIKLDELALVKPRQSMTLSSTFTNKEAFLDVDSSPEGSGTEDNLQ
# CHT allo act = allosterically activates the human high affinity choline transporter. Q9GZV3. CHT-expressing cells, membrane potential dye, choline EC20; active compounds read high; LV-AA mutant CHT in HEK293 cells. B-score at 10 µM. 310,000 compounds, 0.49% hits;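 active means initial fluorescence not abnormally high and integrated response B-score, plate-corrected, over 3 SD above library mean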
# * hit, by the source's call; i = inactive.
# Start of the listing, in advance (two entries):
# Value order – CHT block | CHT allo act
> COc1ccc(OC)c(NC(=O)C2CCN(S(=O)(=O)c3ccc4c(c3)OCCO4)CC2)c1
→ i | i
> CCOCCCNC(=O)CCNS(=O)(=O)c1ccc(C)cc1
→ i | i

# All compounds of this part, previewed entries included:
# Value order – CHT block | CHT allo act
> COc1ccc(OC)c(NC(=O)C2CCN(S(=O)(=O)c3ccc4c(c3)OCCO4)CC2)c1
→ i | i
> CCOCCCNC(=O)CCNS(=O)(=O)c1ccc(C)cc1
→ i | i
> O=C(NCc1ccc2c(c1)OCO2)c1cc(-c2ccccn2)nc2ccccc12
→ i | i
> Cc1ccccc1NC(=O)c1cc([N+](=O)[O-])ccc1NCCN1C(=O)CCC1=O
→ i | i
> COc1ccc(Nc2cc(C)nc(N3CCOCC3)n2)cc1
→ i | i
> O=C(N/N=C/c1cn(-c2ccccc2)nc1-c1ccccc1)c1ccco1
→ i | i
> Cc1ccc(CN2CCN(Cc3ccccn3)CC2CCO)cc1 (stereo not given)
→ i | i
> O=C(CCNC(=O)c1ccccc1Cl)Nc1nc(-c2ccccc2Cl)cs1
→ i | i
> Cc1cccc(NC(=O)CN2C(=O)CCSc3ccc(S(=O)(=O)N4CCOCC4)cc32)c1C
→ i | i
> CCOC(=O)N1CCN(Cc2ccc3ccccc3c2)CC1
→ i | i
> CCCOC(=O)C(=O)NNc1ccccc1
→ i | i
> COc1ccc(CN2C(=O)Cc3c2nc(N)c2c(N)nc(N4CCCCC4)c(C#N)c32)cc1
→ i | i
> Cc1cc(NC(=O)CSc2cn(CC(=O)N(C(C)C)C(C)C)c3ccccc23)no1
→ i | i
> COc1ccc(OC)c(NC(=S)Nc2ccccc2)c1
→ i | i
> CS(=O)(=O)CCC(C(=O)Nc1ccc2c(c1)OCO2)N1Cc2ccccc2C1=O (stereo not given)
→ i | i
> Cc1nn(C(=O)c2ccccc2)c2c1C(=O)CC(C)(C)C2
→ i | i
> CC(=O)Nc1cc(C(=O)NCc2ccco2)ccc1Sc1ccc(F)cc1
→ i | i
> O=C(N/N=C/c1c(F)c(F)c(F)c(F)c1F)c1cccc(S(=O)(=O)N2CCOCC2)c1
→ i | i
> CCOc1ccc(CCNS(=O)(=O)c2ccc3c(c2)oc(=O)n3C)cc1OCC
→ i | i
> O=C(O)Cn1c2ccccc2c2ccccc21
→ i | i
> O=C(COc1ccc2ccc(=O)oc2c1)c1ccccc1
→ i | i
> COC(=O)c1ccc(CNC(=O)CNc2cc(C(F)(F)F)ccc2N2CCOCC2)cc1
→ i | i
> CC(C)N(Cc1nccn1C)C(=O)CCc1nnc(CCCc2ccccc2)o1
→ i | i
> CCOC(=O)c1oc2ccccc2c1CN1CCN(C)CC1
→ i | i
> Fc1ccc(-c2nnn(Cc3nc4ccccc4s3)n2)cc1
→ i | i
> CC(C)(C)NC(=O)COC(=O)c1ccccc1Oc1ccccc1
→ i | i
> CCCn1cnc2c(sc3nc4c(cc32)CSC(C)(C)C4)c1=O
→ i | i
> Cc1ccc(-n2ncc3c(=O)n(CC(=O)N4CCN(c5ccccc5)CC4)cnc32)cc1C
→ i | i
> O=C(Nc1ccc2c(c1)OCCO2)C1CCCN(S(=O)(=O)c2cnc[nH]2)C1 (stereo not given)
→ i | i
> CCOc1ccc(C(=O)N2CCCC2C(=O)O)cc1 (stereo not given)
→ i | i

# Reprinted from the part before: 7 entries, followed by the next part.
# Value order – CHT block | CHT allo act
> CCOC(=O)c1oc2ccccc2c1CN1CCN(C)CC1
→ i | i
> Fc1ccc(-c2nnn(Cc3nc4ccccc4s3)n2)cc1
→ i | i
> CC(C)(C)NC(=O)COC(=O)c1ccccc1Oc1ccccc1
→ i | i
> CCCn1cnc2c(sc3nc4c(cc32)CSC(C)(C)C4)c1=O
→ i | i
> Cc1ccc(-n2ncc3c(=O)n(CC(=O)N4CCN(c5ccccc5)CC4)cnc32)cc1C
→ i | i
> O=C(Nc1ccc2c(c1)OCCO2)C1CCCN(S(=O)(=O)c2cnc[nH]2)C1 (stereo not given)
→ i | i
> CCOc1ccc(C(=O)N2CCCC2C(=O)O)cc1 (stereo not given)
→ i | i
> CSc1nc(N)c(C#N)c(-c2ccc(Cl)cc2)c1C#N
→ i | i
> O=C(CSc1n[nH]c(-c2ccccc2)n1)Nc1ccccc1O
→ i | i
> O=C(CNC(=O)c1ccccc1Cl)NCC(c1cccs1)N1CCOCC1 (stereo not given)
→ i | i
> CC(Sc1nncn1C)C(=O)Nc1ccccc1-c1ccccc1 (stereo not given)
→ i | i
> CCOC(=O)c1ccc(S(=O)(=O)NCCN2CCOCC2)cc1
→ i | i
> COc1ccccc1CNC(=O)Cc1ccc(OC)c(OC)c1
→ i | i
> COc1ccc2c(C(=O)CN3CCC(C)CC3)c[nH]c2c1
→ i | i
> COCCNC(=O)C(c1ccccc1C)N(CCOC)C(=O)Cn1nnc2ccccc21 (stereo not given)
→ i | i
> COCCN(C(=O)COC(=O)Cc1ccc(Cl)cc1Cl)c1c(N)n(Cc2ccccc2)c(=O)[nH]c1=O
→ i | i
> CCC(Oc1ccccc1)C(=O)Nc1nc2ccccc2[nH]1 (stereo not given)
→ i | i
> O=C(CSc1ccccc1)Nc1ccc(NC(=O)c2ccco2)cc1
→ i | i
> Cc1cc(C)c2nc(N3CCCN(C(=O)c4ccco4)CC3)c(C#N)cc2c1
→ i | i
> CCOCCCNC(=O)Cn1cnc2c(cnn2-c2ccc(F)cc2)c1=O
→ i | i
> Cc1ccc(NC(=O)CCC(=O)c2cccs2)c(Br)c1
→ i | i
> O=C(Oc1ccc2c(c1)OCO2)c1ccc(F)cc1Cl
→ i | i
> COC(=O)c1ccc(Cn2nc(C)c(Cl)c2C)o1
→ i | i
> CSCCC(NC(N)=O)C(=O)Nc1ccc(F)c(Cl)c1 (stereo not given)
→ i | i
> CCOCCCNC(=O)CCS(=O)(=O)Cc1ccc(C)cc1
→ i | i
> CCSc1ccc(-c2cccc([N+](=O)[O-])c2)nn1
→ i | i
> O=C(c1ccc(S(=O)(=O)N2CCOCC2)cc1)N1CCN(C2=NS(=O)(=O)c3ccccc32)CC1
→ i | i
> CC(NC(=O)COC(=O)CNC(=O)c1ccc(-c2ccccc2)cc1)c1ccccc1 (stereo not given)
→ i | i
> O=C(COC(=O)c1cc(S(=O)(=O)N2CCOCC2)ccc1F)Nc1c(Cl)cccc1C(F)(F)F
→ i | i
> CCN(CC(=O)NC1CCCCCC1)S(=O)(=O)c1ccccc1
→ i | i
> O=[N+]([O-])c1ccccc1Nc1ccccc1
→ i | i
> C=CCC1(O)C(=O)Nc2ccccc21 (stereo not given)
→ i | i
> COc1ccc(NC(=O)CSc2nccn2Cc2ccco2)c(OC)c1
→ i | i
> CC1Cn2c(nnc2-c2cccc(Cl)c2)S1 (stereo not given)
→ i | i
> Cc1cccc(NC(=S)NCCc2ccc(Cl)cc2)c1C
→ i | i
> Cc1csc(C)[n+]1CC(=O)c1ccccc1
→ i | i
> C=CCNCCOCCOc1ccc(Cl)cc1C(C)(C)C
→ i | i
> COc1ccc(OC)c(S(=O)(=O)N2CCC(C(=O)N3CCN(c4ccc(F)cc4)CC3)CC2)c1
→ i | i
> Cc1c(NC(=O)C(C)OC(=O)CNC(=O)c2ccccc2)c(=O)n(-c2ccccc2)n1C (stereo not given)
→ i | i
> Cc1ccccc1OCCCC(=O)NC1CCCCC1
→ i | i
> C/C=C/Cn1c(Br)nc2c1c(=O)n(C)c(=O)n2C
→ i | i
> CCc1ccc(NC(=S)N2CCCC2)cc1
→ i | i
> O=c1[nH][nH]c(-c2ccccc2O)c1C(C[N+](=O)[O-])c1ccc(Br)cc1 (stereo not given)
→ i | i
> COc1ccc(OC)c(NC(=S)NCc2cccnc2)c1
→ i | i
> Cc1cc(C(=O)NC(C)C2CC2)c(Cl)cc1Cl (stereo not given)
→ i | i
> CCOC(=O)N1CCC(N2Cc3cccc(C(=O)N4CC(C)CC(C)C4)c3C2=O)CC1 (stereo not given)
→ i | i
> Cn1nccc1C(=O)N1CCOCC1
→ i | i

# Retrieved one by one from the list above:
# Value order – CHT block | CHT allo act
> CCOc1ccc(C(=O)N2CCCC2C(=O)O)cc1 (stereo not given)
→ i | i
> O=C(Oc1ccc2c(c1)OCO2)c1ccc(F)cc1Cl
→ i | i

# Next structures:
# Value order – CHT block | CHT allo act
> O=C(NC(Cc1c[nH]c2ccccc12)C(=O)O)c1ccco1 (stereo not given)
→ i | i
> CCOc1cc(NC(=S)NCCCN(C)C)c(OCC)cc1NC(=O)C1CC1
→ i | i
> COc1ccc(C2C3=C(CC(C)(C)CC3=O)Oc3ncn4nc(-c5cccnc5)nc4c32)cc1 (stereo not given)
→ i | i
> O=c1[nH]c(/C=C2\C=Nc3ccccc32)c(O)n1Cc1ccccc1F
→ i | i
> CC(=O)Nc1nc(C(F)(F)F)cs1
→ i | i
> O=C(NCc1ccccc1)C1CCN(C(=O)Cc2ccccc2)CC1
→ i | i
> CCc1nnc(NC(=O)c2ccc(-c3ccccc3F)o2)s1
→ i | i
> CCOC(=O)N1CCC(NC(=O)c2ccc3c(c2)sc2nc(-c4ccccc4)cn23)CC1
→ i | i
> COc1cccc(CN(C(=O)c2ccc([N+](=O)[O-])cc2)C2CCS(=O)(=O)C2)c1 (stereo not given)
→ i | i
> COc1cc(C(=S)N2CCOCC2)ccc1OC(=O)c1cccc(C)c1
→ i | i
> CC(CCc1ccccc1)NC(=O)C1CCCN(C(=O)c2cc3sccc3n2C)C1 (stereo not given)
→ i | i
> COc1cccc(-c2nc3ccccc3s2)c1
→ i | i
> CCc1cc(CNC(=O)c2ccc(OC)c(OC3CCN(C(C)C)CC3)c2)on1
→ -16* | i
> C[n+]1ccccc1/C=C/c1ccc(F)c(F)c1
→ i | 8.3*
> Cc1ccccc1OCCN1C(=O)NC2(CCc3ccccc32)C1=O (stereo not given)
→ i | i
> CN1/C(=C\C=Nc2cc(S(=O)(=O)N3CCOCC3)ccc2N2CCOCC2)C(C)(C)c2ccccc21
→ i | i
> CCNc1nc(C23CC4CC(CC(C4)C2)C3)cs1
→ i | i
> O=C(CSc1nc(=O)n2ccccc2n1)N1CCC(Cc2ccccc2)CC1
→ i | i
> CCCNS(=O)(=O)c1ccc(OCC(=O)NCc2ccco2)cc1
→ i | i
> O=C(NCc1ccco1)C1CC(=O)N(c2ccc(F)cc2)C1 (stereo not given)
→ i | i
> CCc1nnc(NS(=O)(=O)c2ccc(NC(=O)c3cccc4ccccc34)cc2)s1
→ i | i
> O=C(Nc1ccc(F)cc1Cl)C1CCN(C(=O)Nc2ccccc2)CC1
→ i | i
> C=C(C)CSc1cc(C)c(C#N)c2nc3ccccc3n12
→ i | i
> O=C(CN1CCOCC1)NCc1ccccc1Cl
→ i | i
> COc1cccc(C2C(C(=O)Nc3ccccc3)=C(C)N=c3s/c(=C/c4ccc(OCC(=O)O)cc4)c(=O)n32)c1 (stereo not given)
→ i | i
> C[C@@H](C(=O)Nc1ccc2ccccc2c1)[C@H]1C[C@]1(C)[C@H](NC(=O)c1cnccn1)c1ccccc1
→ i | i
> CCOC(=O)N1CCN(CC(=O)N2c3ccccc3CCc3ccccc32)CC1
→ i | i
> COc1ccc(-c2cnc(NCc3cc4c(cc3[N+](=O)[O-])OCO4)n2C)cc1
→ i | i
> Cn1nnnc1SCCNC(=O)C1CCC(=O)N(Cc2ccc(Cl)cc2)C1 (stereo not given)
→ i | i
> CCn1c(C)nnc1SCC(=O)Nc1ccccc1OC
→ i | i
> COC(=O)c1ccccc1NC(=O)C1CC(=O)N(c2ccc(C)c(C)c2)C1 (stereo not given)
→ i | i
> O=C(NCc1ccccn1)Nc1ccccc1F
→ i | i
> O=C(c1ccco1)N1CCN(C2=NS(=O)(=O)c3ccccc32)CC1
→ i | i
> COc1cc(OC)c(OC)cc1CNCc1ccco1
→ i | i
> CC1CCCC(N2C(=O)NC(NC(=O)c3ccco3)(C(F)(F)F)C2=O)C1C (stereo not given)
→ i | i
> CCCN1C(=O)c2ccccc2NC1c1ccc(Cl)cc1 (stereo not given)
→ i | i
> CC(=O)Nc1ccc(S(=O)(=O)N(C)c2ccc(OCC(=O)OCC(=O)N3CCCCC3)cc2)cc1
→ i | i
> O=C(Nc1c[nH]c2c(Cl)cccc2c1=O)N1CCN(c2ccccn2)CC1
→ i | i
> CCc1oc(C(=O)O)cc1CN(CC)CC
→ i | i
> Cc1ccccc1NC(=O)CCNS(=O)(=O)c1cccc2nsnc12
→ i | i
> COc1ccc(NS(=O)(=O)c2cccc(C(=O)NCC3CCCO3)c2)cc1 (stereo not given)
→ i | i
> COCCNC(=O)C1CCN(C(=O)C2CC(=O)N(c3ccc(C)cc3)C2)CC1 (stereo not given)
→ i | i
> Cc1ccc(OCC(O)CN2CCN(CC(O)COc3ccc(C)cc3)CC2)cc1 (stereo not given)
→ i | i
> CC1(C)CC(N(Cc2cccs2)C(=O)c2ccco2)CCO1 (stereo not given)
→ i | i
> O=C(N/N=C/c1cc(Br)c(O)c([N+](=O)[O-])c1)C(O)(c1ccccc1)c1ccccc1
→ i | i
> Cc1ccc(S(=O)(=O)N2CCOC2CNC(=O)C(=O)NCCc2ccc(S(N)(=O)=O)cc2)cc1 (stereo not given)
→ i | i
> CCOc1cc(NC(=S)NCCCN2CCOCC2)c(OCC)cc1NC(=O)C1CC1
→ i | i
> O=C(N/C(=C\c1ccc([N+](=O)[O-])cc1)C(=O)N1CCOCC1)c1ccco1
→ i | i
> CS(=O)(=O)N(CC(=O)N/N=C/c1ccc(OCC(=O)N2CCOCC2)cc1)c1ccccc1Cl
→ i | i
> CCc1cc2c(=O)n(CC)c(SC(C)C(=O)Nc3c(C)n(C)n(-c4ccccc4)c3=O)nc2s1 (stereo not given)
→ -5.6* | i

# Next records follow.
# Value order – CHT block | CHT allo act
> COc1ccc(OC)c2[nH]c(=O)c(CCNC(=O)c3cccs3)cc12
→ i | i
> COCCN(C(=O)CC1C(=O)NCCN1CC(c1ccccc1)c1ccccc1)C(C)C (stereo not given)
→ i | i
> CN(C)CCCN1c2ccccc2Sc2ccc(C(F)(F)F)cc21
→ i | i
> N#C/C(=C\c1cccc([N+](=O)[O-])c1)c1ccccn1
→ i | i
> COc1ccccc1C(=O)C1CCCN(C(=O)CSc2ccccn2)C1 (stereo not given)
→ i | i
